# MT stabilizer = microtubule stabilization, imaging screen | 200,000 tested, 0.83% active | HeLa tubulin immunostaining HCS, 24 h; share of cells brighter than vehicle mean+2SD | % tubulin-high responders, % at 10 µM;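 active = plate Z-score above 3 for both tubulin-high and condensed-nucleus cell shares, with cell loss under 80%, at 10 µM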;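 also: anti alpha tubulin signal scored within the nucleus-defined area of each cell; some results filed as inactive read as strong as hits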
# Yfh1-off respiration = enhancers of respiration in Yfh1-depleted yeast, dose response, Friedreich's ataxia, plus single-dose screen (AID 1465); 220,000 tested, 0.074% active; fold induction at 50 µM, or EC50 in µM where a hit was titrated; S. cerevisiae Yfh1-off respiration, WST-1 reduction, 72 h; higher fold induction means a stronger effect;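 active = fold induction of absorbance versus untreated yeast above a set limit, then at least 30% activation at any dose in follow-up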;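 also: activators that raise dye reduction in frataxin-depleted yeast; strong numbers were not always called active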
# Dynein transport = dynein cargo transport inhibition; 3617.4 mouse cells, GR-EGFP nuclear translocation imaging; test concentration mostly 20 µM; stimulated with dexamethasone, 1 µM; stronger effect = lower value; z-score, hits read low; 220,000 tested, 0.47% active;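 active = plate z-score of nuclear minus cytoplasmic receptor signal below a set negative limit, without overly bright fluorescence or cell loss, cut at about -3.5 in these data, passing the limit was not always enough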;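 also: z-score of nuclear minus cytoplasmic ring GR-EGFP intensity difference per well; some compounds called inactive have numbers as strong as hits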
#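 Schedule: 48 h induction, then 1 h compound, then 30 min agonist, 37 °C. Buffer or medium: tetracycline-free induction medium containing charcoal-stripped FBS. Reagent: 1.0 µM final dexamethasone stimulus. Evaluation: nuclear versus cytoplasmic GR-EGFP signal, averaged per well. Signal: high-content fluorescence imaging after fixation.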
# WT yeast gro inh = growth inhibition of WT yeast, mitochondrial fusion screen; 190,000 tested, 2.1% active; inhibition, % at 10 µM; mitochondrial fusion phenotypic screen, WT strain; in the data active = inhibition above about 58%; tested in S. cerevisiae
# Autophagy HCS = alters autophagy in cells. MEF GFP-LC3 puncta imaging; test concentration mostly 10 µM. calls only at 10 µM (by protocol). 190,000 tested, 0.98% active. AID 463193;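 active = percentage of spot-positive cells more than 3 SD above its plate mean, without a fluorescence outlier flag or 80% toxicity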;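 also: spot-positive cell cutoff set from DMSO-treated cells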
# Insulin prom up = MIN6 insulin promoter up-regulation; MIN6 insulin promoter-GFP reporter, high-content imaging; stronger effect = higher value; z-score at 5 µM; 190,000 tested, 0.3% active; AID 1625;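 active = z-score above 3 at 5 µM with at least 500 cells counted in the well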
# NOD2 inhibition = NOD2 signaling inhibitors, cell-based, luminescence, uHTS, HEK293 (AID 1566). HEK293 NOD2/NF-kB luciferase reporter, luminescence; higher % means a stronger effect. inhibition, % at 4 µM, or EC50 in µM where a hit was titrated. 290,000 tested, 0.63% active; in the data active = inhibition above about 50%; also: many of its hits are not listed in these tables
# Lipid droplet = modulators of hepatic lipid droplet formation; 240,000 tested, 0.4% active; inhibition, % at 6.5 µM; AML12 mouse hepatocytes, oleate lipid droplets, BODIPY imaging;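 active = lipid droplet intensity inhibited by at least 50%, with more than 500 cells counted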
#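 System: AML12 hepatocytes (mouse). Probe or stimulus: oleic acid at 100 µM to induce lipid droplet formation. Times: overnight treatment with compound plus oleate. Detection: Image-based BODIPY and DAPI two-channel analysis. Evaluation: percent inhibition of filter-corrected integrated lipid droplet intensity per well.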
# bCat nuc transl = alters nuclear translocation of beta-catenin in HeLa cells; immunofluorescence imaging; nuclear translocation activity, % at 5 µM; 190,000 tested, 0.3% active; AID 1665;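 active = nuclear translocation activity above 50% at 5 µM, with a well cell count of 50 or more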;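 also: per-cell ratio of nuclear to cytoplasmic median beta-catenin stain intensity; plate controls were DMSO negative control for no effect and GSK-3 inhibitor IX positive control for full effect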
#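 assay system = human HeLa cells, endogenous beta-catenin | times = compound treatment 24 h, 37°C, 5% CO2 | detection = Anti-beta-catenin immunofluorescence on PFA-fixed, Triton-permeabilized cells, DAPI nuclei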
# WT yeast gro inh mutant strain = also measured in WT yeast gro inh; calls as there; inhibition, %; mitochondrial fusion phenotypic screen, mutant strain inhibition
# Dynein transport cytoplasmic EGFP = also measured in Dynein transport; calls as there; z-score; measured here: cytoplasmic GR-EGFP intensity; stronger effect = higher value
# Dynein transport nuclear GR-EGFP = second read-out of Dynein transport, no call of its own (marks repeat the call); z-score; measured here: nuclear GR-EGFP intensity;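 lower value marks the stronger effect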
# Dynein transport cell count = further read-out of Dynein transport, marked with its call; z-score; measured here: cell count per field
# Insulin prom up cell count = second read-out of Insulin prom up, no call of its own (marks repeat the call); cell count; measured here: cytotoxicity, nuclei count;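 total cells summed across four imaged fields per well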
# Lipid droplet cells 6.5 µM = recorded beside Lipid droplet, whose call it bears; cell count; measured here: cell count, cytotoxicity flag;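 cells counted across two imaged fields per well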
# bCat nuc transl cell count 5 µM = also measured in bCat nuc transl; calls as there; cell count; measured here: cell count, cytotoxicity flag
# MT stabilizer Hoechst-high % = further read-out of MT stabilizer, marked with its call; % Hoechst-high responders; measured here: nuclear condensation Hoechst responders;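 share of cells brighter than vehicle mean plus two SD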
# MT stabilizer cytotoxicity % = second read-out of MT stabilizer, no call of its own (marks repeat the call); toxicity, %; measured here: cytotoxicity by cell density;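 0% = mean cell density of plate MIN control wells and 100% = no cells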
# Autophagy HCS cell loss 18 h = further read-out of Autophagy HCS, marked with its call; toxicity, %; measured here: cell loss, nuclei count;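 cell loss after 18 h compound exposure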
# * marks the source's active call; other numbers are inactive results; i = inactive; nt = no result given. An excerpt. The share of hits here may be higher or lower than overall.
SMILES,MT stabilizer,MT stabilizer Hoechst-high %,MT stabilizer cytotoxicity %,Yfh1-off respiration,Dynein transport,Dynein transport cytoplasmic EGFP,Dynein transport nuclear GR-EGFP,Dynein transport cell count,WT yeast gro inh,WT yeast gro inh mutant strain,Autophagy HCS,Autophagy HCS cell loss 18 h,Insulin prom up,Insulin prom up cell count,NOD2 inhibition,Lipid droplet,Lipid droplet cells 6.5 µM,bCat nuc transl,bCat nuc transl cell count 5 µM
O/N=C/c1ccccc1OCc1ccccc1F,5.2,2.9,4.5,i,0.11,-0.29,-0.33,0.26,-4,-16,i,-1,0.2,1292,0%,-23,523,-1.4,967
COC(=O)[C@H](C)NC(=O)NCc1ccccc1,nt,nt,nt,i,-0.56,-0.2,-0.47,0.18,nt,nt,nt,nt,-0.11,1085,20%,8,813,-0.7,1318
COC(=O)c1c(NC(=O)c2nn(C)cc2Cl)sc2c1CCCC2,2.0,2.9,9.4,i,0.8,-0.18,0.71,-0.44,13,3,i,13,nt,nt,21%,20,759,-4.8,666
N#C/C(=C\Nc1ccc(Cl)cn1)S(=O)(=O)c1ccccn1,nt,nt,nt,i,-0.15,-0.18,-0.13,0.45,nt,nt,nt,nt,nt,nt,4%,-2,660,-1.4,1120
CC(O)C(NC=C1C(=O)OC(C)(C)OC1=O)C(=O)O (stereo not drawn),2.4,2.1,5.1,i,0.73,-0.16,0.63,-1.1,1,0,i,22,2.1,1294,2%,2,710,-1.0,1096
O=C(NCc1ccccc1)C1C(=O)N(Cc2ccccc2)C(=O)C1C1(O)CCCC1 (stereo not drawn),4.3,1.5,2.9,i,-0.099,-0.2,0.24,-0.14,-1,11,i,-3,0.08,1167,14%,nt,nt,0.0,1103
CCN1C(=O)c2ccc(C(=O)O)cc2C1=O,4.0,2.0,26,i,1.6,-0.22,1.2,-1.2,11,2,i,1,0.24,1175,-3%,13,755,-1.5,1181
Cc1nn(-c2ccccc2)c(C)c1/C=N\NS(=O)(=O)c1ccc(Cl)cc1,1.0,1.2,8.4,i,-0.21,-0.28,0.092,0.97,18,9,i,-20,-0.59,935,12%,-9,710,-2.9,1303
CCOc1ccc(NC(=O)c2ccccc2SC)cc1,nt,nt,nt,i,0.74,-0.22,0.85,-0.55,nt,nt,nt,nt,-0.46,840,-82%,-3,627,-1.0,1378
O=C(Nc1nnc(SCc2ccc(Cl)cc2)s1)C1CC(=O)N(Cc2ccccc2)C1 (stereo not drawn),2.4,2.3,0.7,i,0.017,-0.084,-0.069,-0.55,8,-6,i,9,nt,nt,6%,-11,621,0.5,927
Cc1ccccc1C1CC(c2cccs2)Nc2nnnn21 (stereo not drawn),1.5,2.3,4.6,i,0.76,-0.16,1.1,-1.1,19,7,i,3,-0.37,1627,14%,17,647,-1.9,855
Cc1noc(C)c1S(=O)(=O)NCCN1CCN(c2ccccc2)CC1,1.2,1.4,11,i,0.35,-0.16,0.11,0.4,-7,52,i,-2,-0.45,1304,1%,-3,733,-1.8,1222
Cc1cc(Cl)c(S(=O)(=O)N2CC(C)OC(C)C2)cc1OCC(N)=O (stereo not drawn),3.1,2.4,7.0,i,-0.91,-0.22,-0.26,0.32,-4,0,i,1,-0.02,1169,-12%,-3,628,-0.2,1137
COC(C[C@H]1O[C@H]1[C@@H](O)[C@@H](C)OCc1ccccc1)OC,nt,nt,nt,i,-0.87,-0.79,-0.4,0.99,nt,nt,nt,nt,-0.53,1014,2%,7,653,-0.2,1398
O=C(c1ccccc1)c1cccn1CC(=O)N1CCCCCC1,i,nt,100,i,4.2,0.21,1.9,-2,10,1,i,5,0.12,1393,6%,nt,nt,-4.8,976
Nc1c(C(=O)O)sc2nc(-c3ccccc3)cc(-c3ccc(F)cc3)c12,nt,nt,nt,i,-0.0031,-0.25,-0.41,0.62,nt,nt,nt,nt,0.84,1392,13%,-14,705,-0.8,1296
CC(=O)c1cccc(CN2CCN(C3CCCCC3)C(CCO)C2)c1 (stereo not drawn),nt,nt,nt,i,-0.96,-0.25,-0.57,1.5,nt,nt,nt,nt,0.8,1151,-3%,1,633,-0.2,1424
CSCCOC(=O)COc1ccc(/C=N/NC(=O)c2nn(C)cc2Cl)cc1,2.2,2.1,5.7,i,0.93,0.023,0.099,-1.3,-5,-14,i,-16,0.15,1207,5%,nt,nt,-1.9,536
COc1ccc(-c2noc(CSc3nnc(-c4ccncc4)n3-c3ccc(F)cc3)n2)cc1OC,2.9,1.1,4.2,i,-1.1,-0.18,-1.1,0.63,16,19,i,9,0.02,1867,12%,0,604,0.1,1101
CC(C)Nc1oc(Cc2cccc3ccccc23)nc1C#N,4.3,3.8,7.5,i,0.48,-0.34,0.24,-0.15,5,1,i,13,-1.2,979,12%,nt,nt,-1.7,776

# Taken from above:
# Reading for N#C/C(=C\Nc1ccc(Cl)cn1)S(=O)(=O)c1ccccn1 in bCat nuc transl: -1.4
# Reading for Cc1nn(-c2ccccc2)c(C)c1/C=N\NS(=O)(=O)c1ccc(Cl)cc1 in Insulin prom up cell count: 935

# Carrying on:
SMILES,MT stabilizer,MT stabilizer Hoechst-high %,MT stabilizer cytotoxicity %,Yfh1-off respiration,Dynein transport,Dynein transport cytoplasmic EGFP,Dynein transport nuclear GR-EGFP,Dynein transport cell count,WT yeast gro inh,WT yeast gro inh mutant strain,Autophagy HCS,Autophagy HCS cell loss 18 h,Insulin prom up,Insulin prom up cell count,NOD2 inhibition,Lipid droplet,Lipid droplet cells 6.5 µM,bCat nuc transl,bCat nuc transl cell count 5 µM
CC(=O)c1ccc(OCC(O)CN2CCN(CCN3C(=O)c4cccc5cccc(c45)C3=O)CC2)cc1 (stereo not drawn),3.6,1.7,3.7,i,-0.24,-0.22,-0.048,0.13,27,-4,i,-6,0.11,1433,8%,-29,659,-4.7,490
CN1/C(=C\C=O)C(C)(C)c2ccccc21,7.1,2.6,3.0,i,-0.49,-0.22,-0.2,0.8,8,-8,i,18,-2.4,794,5%,-14,641,-3.6,1060
NC(N)=Nc1nc(CSCC/C(N)=N/S(N)(=O)=O)cs1,3.4,2.0,9.0,i,-0.56,-0.29,0.23,0.93,-1,1,i,20,nt,nt,4%,-6,715,nt,nt
O=C(COC(=O)c1cccnc1Nc1ccccc1F)NC1CC1,1.8,2.2,5.7,i,0.2,-0.0035,0.32,0.32,0,11,i,21,0.57,1466,6%,5,669,-1.2,1117
CC(C)(C)NC(=S)NNC(=O)[C@H]1C[C@@H]1c1ccccc1,nt,nt,nt,i,-0.71,-0.29,-0.32,0.68,nt,nt,nt,nt,nt,nt,-59%,-6,711,0.6,1313
Cc1noc(C)c1COc1cccc(C(=O)OC(C)C#N)c1 (stereo not drawn),9.4,4.3,7.0,i,-0.63,0.53,-0.21,-0.079,-19,10,i,6,-1,984,18%,-15,680,1.9,1098
O=C1CS/C(=N/N=C/c2ccncc2)N1,nt,nt,nt,i,1.2,-0.21,0.58,-0.72,nt,nt,nt,nt,0.12,1375,3%,7,675,0.5,1074

# In the list so far, these have a Cl atom:
SMILES,MT stabilizer,MT stabilizer Hoechst-high %,MT stabilizer cytotoxicity %,Yfh1-off respiration,Dynein transport,Dynein transport cytoplasmic EGFP,Dynein transport nuclear GR-EGFP,Dynein transport cell count,WT yeast gro inh,WT yeast gro inh mutant strain,Autophagy HCS,Autophagy HCS cell loss 18 h,Insulin prom up,Insulin prom up cell count,NOD2 inhibition,Lipid droplet,Lipid droplet cells 6.5 µM,bCat nuc transl,bCat nuc transl cell count 5 µM
COC(=O)c1c(NC(=O)c2nn(C)cc2Cl)sc2c1CCCC2,2.0,2.9,9.4,i,0.8,-0.18,0.71,-0.44,13,3,i,13,nt,nt,21%,20,759,-4.8,666
N#C/C(=C\Nc1ccc(Cl)cn1)S(=O)(=O)c1ccccn1,nt,nt,nt,i,-0.15,-0.18,-0.13,0.45,nt,nt,nt,nt,nt,nt,4%,-2,660,-1.4,1120
Cc1nn(-c2ccccc2)c(C)c1/C=N\NS(=O)(=O)c1ccc(Cl)cc1,1.0,1.2,8.4,i,-0.21,-0.28,0.092,0.97,18,9,i,-20,-0.59,935,12%,-9,710,-2.9,1303
O=C(Nc1nnc(SCc2ccc(Cl)cc2)s1)C1CC(=O)N(Cc2ccccc2)C1 (stereo not drawn),2.4,2.3,0.7,i,0.017,-0.084,-0.069,-0.55,8,-6,i,9,nt,nt,6%,-11,621,0.5,927
Cc1cc(Cl)c(S(=O)(=O)N2CC(C)OC(C)C2)cc1OCC(N)=O (stereo not drawn),3.1,2.4,7.0,i,-0.91,-0.22,-0.26,0.32,-4,0,i,1,-0.02,1169,-12%,-3,628,-0.2,1137
CSCCOC(=O)COc1ccc(/C=N/NC(=O)c2nn(C)cc2Cl)cc1,2.2,2.1,5.7,i,0.93,0.023,0.099,-1.3,-5,-14,i,-16,0.15,1207,5%,nt,nt,-1.9,536

# Assay outcomes: PubChem BioAssay, several laboratories
